# From PubChem
# CaV13 ICDI inh: Disruptors of the CACNA1D IQ motif to Ca2+-dependent inactivation inhibitor domain association, primary screening, Förster resonance energy transfer in intact living …; 340,000 tested, 0.098% active; HEK cells, CFP/YFP FRET ICDI-IQ, plate reader, 10 min; percent FRET-ratio fall versus neutral wells; inhibition, % at 12.3 µM;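 active = mean replicate inhibition of at least 30% and at least 1% of replicates passing that level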;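 also: 0% = median of the neutral control wells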
# TRPM1 prom inh: reduces MITF-dependent TRPM1 promoter luciferase signal | inhibition, % at 12.5 µM | 330,000 tested, 0.83% active | AID 488899 | SK-MEL-5 TRPM1 promoter luciferase, 24 h;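 active = mean inhibition across replicates of 60% or more, whatever share of single replicates reaches that level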; also: values of inactives mirror those of a sister screen read the other way
# NR2E3 ag-1: NR2E3 (human) agonism; Q9Y5X4; inhibition of corepressor binding, % at 4.78 µM; 320,000 tested, 0.12% active; GST-NR2E3/biotin-RetCOR TR-FRET, 1536-well; AID 2300;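 active = percent inhibition above the cutoff of mean plus 3 SD of all tested compounds, set per screening campaign, cut at about 20% in these data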;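 also: 0% = DMSO wells and 100% = biotin wells as full block of FRET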
# Target sequence (Q9Y5X4 whole entry, looked up): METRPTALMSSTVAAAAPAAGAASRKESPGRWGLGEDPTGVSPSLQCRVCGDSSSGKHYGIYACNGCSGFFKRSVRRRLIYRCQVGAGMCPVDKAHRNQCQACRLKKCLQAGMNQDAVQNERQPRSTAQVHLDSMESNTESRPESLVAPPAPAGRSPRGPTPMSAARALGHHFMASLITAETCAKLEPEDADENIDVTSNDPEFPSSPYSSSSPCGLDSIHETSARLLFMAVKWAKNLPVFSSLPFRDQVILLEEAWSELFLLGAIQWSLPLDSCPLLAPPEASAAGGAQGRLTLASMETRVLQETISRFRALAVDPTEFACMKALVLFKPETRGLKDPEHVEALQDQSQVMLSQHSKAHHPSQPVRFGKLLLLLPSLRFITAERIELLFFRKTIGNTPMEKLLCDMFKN
#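 Test system: GST-NR2E3 and biotin-RetCOR proteins | Quantity: 1.35 nM GST-tagged NR2E3 final | Medium: Tris pH 7.5 | Also added: 7 nM biotin-RetCOR | Dosing: Compound at 4.8 µM, single dose | Timing: 5 h at 4 °C | Detection: Time-resolved FRET | Read-out basis: Percent inhibition | Benchmarks: Biotin wells as high control, 0.6% DMSO wells as low control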
# Peg3 prom inh: Peg3 promoter activity inhibition. HeLa PEG-Prom luciferase reporter, luminescence, overnight. inhibition, % at 20 µM. 360,000 tested, 1.7% active. AID 588405;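 active = inhibition of at least 50% at 20 µM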
# m5-HT2A agonist: activates the mouse 5-HT2A serotonin receptor | P35363 | CHO-K1 mHTR2A beta-arrestin complementation, luminescence; percent of 30 µM serotonin response | activation, % at 7.6 µM | 360,000 tested, 0.66% active;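 active = activation above a run cutoff, the mean activation of all tested compounds plus 3 SD, cut at about 14% in these data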;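 also: 0% = plate median of compound wells and 100% = 30 µM serotonin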
# Shn3 inh set2: Schnurri-3 reporter inhibition in Clone20 osteoblasts | Clone20 osteoblast Shn3 3'UTR firefly luciferase, 24 h | inhibition, % at 12.5 µM | 360,000 tested, 0.52% active | AID 588674;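 active = mean inhibition of at least 75% with every replicate also reaching 75%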;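 also: 0% = median of neutral control wells and 100% = pilot-screen positive control compound; some compounds past the cut are filed as inactive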
# NR2E3 ag-2: agonists of human NR2E3 nuclear receptor. Q9Y5X4. CHO-S Gal4-NCOR/VP16-NR2E3 two-hybrid, luciferase. inhibition of corepressor binding, % at 3.98 µM. 360,000 tested, 0.35% active. AID 602229;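 active = inhibition above the mean of all tested compounds plus 3 SD, cut at about 70% in these data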;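 also: 0% = DMSO with NR2E3 transfected cells and 100% = cells lacking NR2E3 construct; higher means lower luciferase signal from less NR2E3 corepressor binding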
# HIF-2a inh: HIF-2a inhibition | 786-0 RCC cells HIF-2a reporter, luciferase luminescence, overnight | AID 624352 | 360,000 tested, 0.72% active | inhibition, % at 18.8 µM;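 active = inhibition of the luminescence signal of 40% or more relative to plate controls, in a single-dose primary screen at 18.75 µM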
# hiPSC survival: enhancers of human iPSC single-cell survival. hiPSC single-cell survival, ATPlite luminescence; 100% = ROCK inhibitor wells, 0% = DMSO. survival enhancement, % at 20 µM. 360,000 tested, 0.044% active. AID 602274; in the data active = survival enhancement above about 18%;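 also: cells exposed to compounds for 16 hours before the ATP read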
# PDI turbidity: inhibitors of human protein disulfide isomerase. inhibition, % at 10 µM. 350,000 tested, 0.052% active. PDI insulin aggregation turbidity, A650, 90 min;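 active = mean inhibition across replicates of 30% or more, whatever share of single replicates reach that level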;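 also: absorbance from insulin aggregation driven by PDI reduction with DTT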
# Target sequence (P07237 whole entry, looked up): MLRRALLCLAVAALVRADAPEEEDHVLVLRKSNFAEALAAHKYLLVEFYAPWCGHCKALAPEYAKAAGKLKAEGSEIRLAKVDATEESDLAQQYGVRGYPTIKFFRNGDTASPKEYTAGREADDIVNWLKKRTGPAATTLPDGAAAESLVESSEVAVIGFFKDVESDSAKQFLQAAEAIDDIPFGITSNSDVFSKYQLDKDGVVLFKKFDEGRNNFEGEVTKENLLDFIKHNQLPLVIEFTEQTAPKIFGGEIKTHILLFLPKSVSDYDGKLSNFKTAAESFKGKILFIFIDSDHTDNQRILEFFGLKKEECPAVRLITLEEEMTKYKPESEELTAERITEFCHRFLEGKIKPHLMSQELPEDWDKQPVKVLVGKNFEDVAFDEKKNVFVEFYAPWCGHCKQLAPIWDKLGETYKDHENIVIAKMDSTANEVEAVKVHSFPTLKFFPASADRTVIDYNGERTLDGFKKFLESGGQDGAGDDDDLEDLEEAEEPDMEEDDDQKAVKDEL
# Cardio protect: protects H9c2 cardiomyocytes from peroxide injury. 360,000 tested, 0.63% active. AID 588492. protection from H2O2 cell death, % at 20 µM. H2O2 injury protection, ATPLite, 2 h;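 active = compounds giving at least 50% protection of heart cells from peroxide-induced death in the single-dose screen, raw or plate-pattern-corrected value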;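 also: 0% = DMSO wells with peroxide and 100% = DMSO wells without peroxide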
# * hit, by the source's call; / = no result given; & = joins results of further samples. An unsorted share of the library (roughly 3.9% active in at least one column).
SMILES,CaV13 ICDI inh,TRPM1 prom inh,NR2E3 ag-1,Peg3 prom inh,m5-HT2A agonist,Shn3 inh set2,NR2E3 ag-2,HIF-2a inh,hiPSC survival,PDI turbidity,Cardio protect
Clc1cccc(-c2ccc3nccn3c2)c1Cl,-6,/,/,13,-1,14,7,-11,4.0,8,-4
O=C(COc1coc(CN2CCN(c3ccccc3)CC2)cc1=O)Nc1ccccc1,-1,13,1,25,5,5,-6,0,0.1,0,-7
CSCCC(NS(=O)(=O)c1ccccc1F)C(=O)NCCCn1nc(C)cc1C (configuration not stated),-4,0,2,-5,2,-25,7,2,-0.4,6,2
CC(=O)Nc1ccc(S(=O)(=O)NC2CC(=O)N(c3ccc(C)c(C)c3)C2)cc1 (configuration not stated),-5,-3,2,9,-6,-20,16,2,-0.2,6,-1
Fc1ccccc1CNc1ccc(Cl)c(Cl)c1,-10,-50,3,-45,-3,-30,-32,-121,-1.7,-1,-22
Cn1cnnc1SCC(=O)NCCC1=CCCCC1,-6,-9,/,-9,4,8,3,-10,0.1,10,5
CCOc1cc(N2CCOCC2)c(OCC)cc1NC(=O)C(C)Oc1ccccc1 (configuration not stated),-5,10,/,14,-7,78,-12,7,-4.3,-13,-5
COC(=O)c1[nH]c2ccc(C)cc2c1NC(=O)CN1CCC(C)CC1,-3,4,4,20,0,15,-47,24,-1.9,-4,0
Cc1ccc(C(c2nnnn2Cc2cccs2)N2CCN(C(=O)c3ccco3)CC2)cc1 (configuration not stated),-5,6,1,8,6,2,-8,17,-4.5,1,-5
CC(=O)N1CCN(c2ccc(NC(=O)c3cc(Cl)ccc3Cl)cc2)CC1,-2,8,1,3,6,13,-21,15,-0.2,-1,4
CSCCC(=O)N1CCN(CC(=O)N2CCCC2)CC1,-3,7,6,-10,-5,-5,1,-4,-0.4,1,3
O=P(CCCO)(Cc1ccccc1)Cc1ccccc1,-2,4,1,-7,-2,-1,-8,15,-0.4,0,-2
S=c1[nH]nc(COc2ccc(Cl)cc2)o1,-4,4,5,3,-2,0,-4,11,-1.8,3,-1
S=C1NCCc2ccc(Cl)cc2C1c1ccccc1Cl (configuration not stated),-4,-12,1,18,-3,-2,-11,18,-0.1,-4,-3
COc1cc(/C=C/C(=O)OCC(=O)Nc2cc(S(=O)(=O)N3CCCCC3)ccc2C)ccc1O,-5,7,-1,0,-5,-9,2,12,0.7,0,1
CCOC(=O)C1CCCN(C(=O)c2cc(S(=O)(=O)Nc3ccccc3OC)ccc2C)C1 (configuration not stated),-6,11,0,17,1,1,-22,10,0.3,-2,3
Cc1cc(-c2nc(C)c(C(=O)NNS(=O)(=O)c3ccc(Cl)cc3Cl)s2)no1,-4,3,3,4,-2,5,-22,5,-0.3,-10,-2
CCOC(=O)C1=CCN(S(=O)(=O)c2ccc(Br)cc2)C1c1ccc(C)cc1 (configuration not stated),-6,/,/,30,-3,-33,-15,-10,-1.4,/,-1
Nn1c(SCC(=O)Nc2ccc3c(c2)OCCO3)nnc1-c1ccccn1,-8,-5,4,-39,2,-5,12,3,-1.2,6,8
COc1ccc(NC(=O)CSc2nnc(-c3ccoc3C)n2CC2CCCO2)cc1 (configuration not stated),-5,-6,4,0,0,-36,0,3,-1.2,9,-8
NC(N)=N/N=C/c1c(Cl)cccc1Cl,-5&-5,3&10,1&0,3&-11,-3&8,18&0,-8&-14,7&7,3.2&0.4,-1&1,8&13
Cn1c(C(=O)N2CCN(c3ccc([N+](=O)[O-])cc3)CC2)cc2c(=O)[nH]c3ccccc3c21,-14,13,/,28,6,28,12,16,-3.3,7,18
COc1cc2[nH]c(C(=O)N3CC(C)OC(C)C3)cc2c(OC)c1OC (configuration not stated),-6,22,-1,17,-2,2,-26,12,0.4,-4,3
COc1ccc(C=O)cc1CSc1ncccc1C(=O)O,-7,-3,3,15,1,-3,-31,20,-0.5,3,-5
O=C1ON=C(c2ccccc2[N+](=O)[O-])/C1=C/c1cccc([N+](=O)[O-])c1O,-2,5,-1,-2,2,5,-6,7,-0.1,-1,-4

# Overlap with the part before: 3 compounds; new compounds follow.
SMILES,CaV13 ICDI inh,TRPM1 prom inh,NR2E3 ag-1,Peg3 prom inh,m5-HT2A agonist,Shn3 inh set2,NR2E3 ag-2,HIF-2a inh,hiPSC survival,PDI turbidity,Cardio protect
COc1cc2[nH]c(C(=O)N3CC(C)OC(C)C3)cc2c(OC)c1OC (configuration not stated),-6,22,-1,17,-2,2,-26,12,0.4,-4,3
COc1ccc(C=O)cc1CSc1ncccc1C(=O)O,-7,-3,3,15,1,-3,-31,20,-0.5,3,-5
O=C1ON=C(c2ccccc2[N+](=O)[O-])/C1=C/c1cccc([N+](=O)[O-])c1O,-2,5,-1,-2,2,5,-6,7,-0.1,-1,-4
CCN1C(=O)C(O)(C2COC(C)(C)CC2=O)c2ccccc21 (configuration not stated),-4,11,3,4,1,1,6,19,-0.7,0,8
O=C(c1cn(Cc2ccccc2)nc1-c1ccccc1)N1CCN(c2ccccn2)CC1,-16,24,0,26,-7,7,-55,5,-0.5,7,-1
COc1ccccc1Cc1c(-c2ccccc2)nc2c(C)cc(Br)cn12,-4,/,/,-31,1,1,-16,-23,0.0,/,-2
Cc1cc(C2CC(=O)Nc3ccccc3S2)c(C)s1 (configuration not stated),-5,3,-1,14,0,-9,-3,12,-0.3,1,-1
COc1ccc(N(C(=O)c2cccnc2)S(=O)(=O)c2ccc(Cl)cc2)cc1,13,/,-3,14,1,-5,-35,6,-1.3,/,13
COc1ccc(S(=O)(=O)N2CCC(C(=O)NC3CC(C)(C)NC(C)(C)C3)CC2)cc1,-5,0,3,-14,2,-13,19,6,-0.2,-6,1
COc1ccc(/C=C2\SC(=S)N(CCCC(=O)Nc3ccccc3C(=O)O)C2=O)cc1OC,/,2,2,1,-5,18,-4,23,-0.1,-27,16
O=S(=O)(c1ccccc1F)N1CCC(c2nc3ccccc3[nH]2)CC1,-4,3,7,0,7,-19,-21,-7,0.4,-6,0
COc1cc(NC(=O)CCC(=O)OCCCC(F)(F)C(F)(F)F)nc(OC)n1,-4,-4,0,13,-2,7,30,14,-1.6,-2,1
Cc1ccc(CSC2=NCCN2S(=O)(=O)c2ccccc2)cc1,-5,-4,1,0,-4,-2,-20,-4,1.0,5,-5
O=C(Cc1ccc(S(=O)(=O)N2CCCC2)s1)Nc1nc2c(s1)CCCC2,-7,9,1,-2,-4,0,-13,6,0.3,-5,1
COc1ccc(-c2[nH]ncc2CN2CCN(C3CCCCC3)C(=O)C2)cc1F,-3,-2,-1,17,-2,19,-36,7,0.7,-5,7
COC(=O)C1=C(NC(=O)C2CCCCC2)CCS1,-3,5,/,27,2,-6,4,12,-0.4,1,4
COc1ccc2c(c1)-c1nc(/N=C/c3ccccc3O)sc1CC2,5,-1,-7,-97,5,2,-11,-74,-0.6,3,-4
CC(=O)Nc1ccccc1NC(=O)c1ccccc1-c1ccccc1,23,-12,0,2,1,5,-9,21,0.0,-1,4
Cc1onc(-c2ccccc2)c1C(=O)Nc1cc(C(F)(F)F)ccc1N1CCOCC1,-5,21,0,23,-1,12,-32,20,0.1,7,-6
O=C(CNC(=O)c1ccccc1)NC1(C(=O)NC2CCCC2)CCCCC1,-5,3,-1,1,3,-16,17,8,-0.4,19,8
CC1=C(C(N)=O)C(c2ccccc2)n2nc(-c3ccncc3)nc2N1 (configuration not stated),/,0,1,14,-2,11,-5,6,3.7,-2,-2
O=C(OCc1ccccc1)c1cc(S(=O)(=O)N2CCCCC2)ccc1N1CCOCC1,-6,12,0,15,-5,52,12,5,-0.3,-1,-8
COc1ccc(N2CCN(C(CNC(=O)C3CCCCC3)c3cccnc3)CC2)cc1 (configuration not stated),-4,-13,0,5,0,-29,-12,9,2.5,-6,3
Cc1ccc(C(=O)NC(C(=O)Nc2cccc(S(N)(=O)=O)c2)C(C)C)cc1 (configuration not stated),-3,5,4,3,2,-4,7,13,1.2,0,-11
S=C(Nc1cccnc1)Nc1ccccc1Br,-4,0,9,-5,1,-3,-30,-17,0.0,6,0
COc1ccccc1N1CCN(C(=O)CSc2nnnn2C2CC2)CC1,-6,-5,/,0,7,-6,-25,-18,0.0,3,6
CN(Cc1ccon1)C(=O)CCc1nnc(CCCCc2ccccc2)o1,-6,-5,-3,-13,2,1,10,14,-0.3,-7,0
O=C(Nc1nc(-c2ccc3c(c2)OCO3)cs1)c1ccncc1,/,1,-2,-63,0,41,-7,-134,-2.7,1,-7
# Carrying on:
SMILES,CaV13 ICDI inh,TRPM1 prom inh,NR2E3 ag-1,Peg3 prom inh,m5-HT2A agonist,Shn3 inh set2,NR2E3 ag-2,HIF-2a inh,hiPSC survival,PDI turbidity,Cardio protect
CCCc1cc(=O)oc2cc(C)cc(OCC(=O)NCCCn3ccnc3)c12,-4,6,-3,13,0,18,1,-1,0.1,-2,5
C/C=C(\C)CN1CCC(Oc2ccc(C(=O)NCc3ccccn3)cc2)CC1,-7,1,4,14,0,-7,-34,9,-0.2,8,3
CCNC(=O)N1CCCC(C(=O)c2ccc(C(F)(F)F)cc2)C1 (configuration not stated),-5,-3,-2,9,0,-7,0,-2,1.4,-11,-3
COc1cc2c(cc1OC)C(COc1ccc(F)cc1)N(C(C)=O)CC2 (configuration not stated),-20,-1,1,14,7,-6,-13,17,-1.0,5,7
O=C(CN1C(=O)S/C(=C/c2ccncc2)C1=O)Nc1ccccc1,-7,12,-1,-7,13,18,-21,3,-0.1,-1,-9
Cc1ccc(N(C(=O)CNC(=O)c2ccco2)C(C(=O)NC2CCCCC2)c2cccnc2)c(C)c1 (configuration not stated),-5,3,0,10,0,2,-20,6,-0.3,-16,3
Cc1ccc(C)n1-n1c(C)nc2sc3c(c2c1=O)CCCCC3,/,7,-1,12,5,30,-1,9,-1.2,-12,-12
COCCCNC(=O)c1oc2ccc(S(=O)(=O)N3CCOCC3)cc2c1C,-4,-1,6,20,0,-4,-7,15,0.4,-2,2
CCOC(=O)[C@]12CCC=C1N(Cc1ccccc1)C(=O)[C@H](CC(=O)NCc1cccc3ccccc13)C2,-8,/,/,/,3,/,-9,19,1.1,/,/
CCOc1ccccc1NC(=O)c1cc2ccccc2oc1=O,0,-2,0,-31,0,-8,-2,-46,-0.8,-6,0
O=C(c1ccc(N2CCCCC2)c([N+](=O)[O-])c1)N(c1ccccn1)c1ccccn1,-2,-2,1,-7,-1,-4,7,15,0.5,1,-7
O=C(CSc1nc2ccccc2c(=O)n1-c1ccccc1)N1CCc2ccccc2C1,-7,13,0,13,-2,83,-17,28,-1.0,0,-10
CCOc1ccc(CC(=O)N2N=C(C)CC2(O)C(F)(F)F)cc1 (configuration not stated),-6,-5,4,12,-2,-42,-23,8,1.2,-6,3
CCOC(=O)N1C2c3ccccc3C(c3ccccc32)N1C(=O)OCC,-9,-17,/,9,-2,-4,-34,-7,1.0,8,2
